A549 viability: A549 cytotoxicity, counter-screen for Nrf2 inhibitors | A549 ARE-Fluc cells, CellTiter-Fluor viability, 18-24 h | Potency, µM (top dose mostly 46 µM), without a hit: at the top dose activity change, negative = cytotoxicity, actives largely listed as inhibitors | 390,000 compounds, 0.16% hits | AID 504648; also: potency is read from the fitted curve at half-maximal effect; % is scaled to controls: 0 for no effect and ±100 for the full control effect
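A549 ARE-Fluc cells in 5% FBS OPTI-MEM, 5000 cells/well, rested 2 h then exposed to compounds in concentration-response for 18-24 h at 37 °C. Viability by CellTiter-Fluor fluorescence (Ex 405/Em 525) after 30 min; luciferase luminescence (BugLite, 15 min, RT) read afterwards.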
CCT chaperon mod: changes cytosolic chaperonin activity; purified chaperonin ATPase assay, HTRF ADP detection, 30 min; AID 651819; 360,000 compounds, 0.3% hits; activity change, % (test concentration not listed), hits read low; in the data active = activity change below about -30%; also: % is scaled to controls: 0 for no effect and ±100 for the full control effect
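Nucleotide hydrolysis assay: TRiC at 20–40 nM final (set by batch activity) with 10 uM ATP, 30 min at 37 °C, in presence of 76 uM compound. Detection by competitive ADP HTRF, 30 min ambient.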
Nrf2 activator: activates Nrf2 signaling. AREc32 ARE-luciferase reporter (MCF7-derived line), luminescence, 24 h. Potency, µM (highest dose often 46.1 µM), for inactives: at the highest dose activation, usual class: activators. 410,000 compounds, 0.31% hits. AID 624171; also: potency is read from the fitted curve at half-maximal effect; % of control where 0% means no effect; nearly all actives have a fitted effect of over 65% in size
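Luciferase luminescence (Steady-Glo, 30 min at room temperature) served as the read-out of ARE activation in AREc32 cells treated with compounds for 24 hr at 37 deg C.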
TGFb SMAD3 inh: blocks TGF-b signaling; HepG2 CAGA-GFP TGF-b/SMAD3 reporter, GFP fluorescence, 18 h; TGF-beta stimulated, 500 pg/mL final; Potency, µM (doses to about 46.1 µM), inactives show at the highest dose activity, negative = inhibition, usual class: inhibitors; 410,000 compounds, 1.2% hits; also: potency is read from the fitted curve at half-maximal effect; % is scaled to controls: 0 for no effect and ±100 for the full control effect; nearly all actives have a fitted effect of over 65% in size
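HEPG2 CAGA-GFP cells (1000/well, DMEM with 1% FBS) were pre-incubated 2 h at 37 degrees C, given compound by pin tool, then stimulated with TGF-beta at 500 pg/mL final for 18 h before per-cell GFP fluorescence imaging.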
ATXN viability: reduces viability in counter-screen for ATXN expression inhibitors | Potency, µM (highest dose often 56.7 µM), most hits filed as cytotoxic | S2 cells (HEK-293 line with an ATXN2-luciferase reporter) viability, CellTiter-Fluor protease fluorescence, 24 h | 400,000 compounds, 0.49% hits; also: potency is read from the fitted curve at half-maximal effect; nearly all actives have a fitted effect of over 40% in size
Akt phos inh: Akt phosphorylation inhibition; Neuro2A IGF-stimulated pAkt S473 HTRF, 20 min; stronger effect = lower value; activity change, % for hits at 50 µM; 360,000 compounds, 0.32% hits; AID 651550; in the data active = activity change below about -80%; inconclusive = mostly about -51% to -80%; also: % is scaled to controls: 0 for no effect and ±100 for the full control effect
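Single-point screen (50 µM final compound) in Neuro2A cells stimulated 20 min with 6 nM IGF at 37 deg C. After lysis, Ser473-phosphorylated Akt read by HTRF (ex 330 nm, em 615/665 nm) as the 665/615 ratio.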
HepG2 tox: HepG2 cytotoxicity, counter-screen for TGF-b inhibitors. HepG2 CAGA-GFP viability, ATP luminescence, 18 h. Potency, µM (top dose mostly 46.1 µM), inactives show at the highest dose activity change, negative = cytotoxicity, most hits filed as cytotoxic. 410,000 compounds, 0.76% hits. AID 588856; also: potency is read from the fitted curve at half-maximal effect; some results filed as inactive show a strong effect at the top dose
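CellTiter-Glo luminescence gave cytotoxicity after 18 hours at 37 degrees C. The cells were HepG2 CAGA-GFP in 1% FBS DMEM, stimulated with 500 pg/mL TGF-beta after compound addition. %Activity was normalised to no-cell wells (complete cell-killing) and DMSO (no toxicity), and curves were fitted and classified.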
Mm-Cpn inhibitor: blocks the Methanococcus maripaludis chaperonin Mm-Cpn; purified Mm-Cpn ATPase, ADP Transcreener TR-FRET; Potency, µM (series often up to 76.9 µM), for inactives: top-dose activity, negative = inhibition, usual class: inhibitors; 330,000 compounds, 0.031% hits; also: potency is read from the fitted curve at half-maximal effect; % is scaled to controls: 0 for no effect and ±100 for the full control effect; nearly all actives have a fitted effect of over 80% in size
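Purified archaeal Mm-CPN (25nM final) preincubated 10 min at 37degC with compound, then 10uM ATP for 30 min at 37degC; ADP measured by HTRF Transcreener TR-FRET; buffer 30 mM TRIS pH 7.4, 100mM KCl, 5mM MgCl2, 1mM DTT.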
Nrf2 inh: blocks Nrf2 signaling; 360,000 compounds, 2.1% hits; A549 ARE-Fluc reporter, luciferase luminescence, 18-24 h; Potency, µM (top dose mostly 46 µM), for inactives: at the top dose activity change, negative = inhibition, most hits filed as inhibitors; AID 504444; also: potency is read from the fitted curve at half-maximal effect; % is scaled to controls: 0 for no effect and ±100 for the full control effect; nearly all actives have a fitted effect of over 60% in size
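Concentration-response testing used A549 ARE_Fluc cells at 5000 cells/well. Following an 18-24 h compound incubation, viability was read by fluorescence (Ex 405/Em 525) and luciferase output by luminescence.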
The depositor's hits bear a star; & = joins results of further samples; [ ] = another dose, or the depositor's remark. Unless noted, calls follow the shape of the dose curve; as a rule, active = well fitted curve in the direction sought with a large enough effect; inconclusive = small, poorly fitted or top-dose-only effect, or another doubt; inactive = no such curve, though single readings can be large; an effect the other way counts as inactive or inconclusive.

For CC1CCCCN1Cc1nc2ccccc2c(=O)[nH]1 (configuration not stated) the results were A549 viability 3%, CCT chaperon mod 0.3, Nrf2 activator 3.6%, TGFb SMAD3 inh 0%, ATXN viability inactive, Akt phos inh inactive, HepG2 tox -10%, Mm-Cpn inhibitor -3% and Nrf2 inh 9%.
`COc1ccc(CCNS(=O)(=O)c2ccc3c(c2)CC(C)N3C(C)=O)cc1OC` (configuration not stated) gave A549 viability -3%, CCT chaperon mod -2.3, Nrf2 activator 0.3%, TGFb SMAD3 inh 4%, ATXN viability inactive, Akt phos inh inactive, HepG2 tox -10%, Mm-Cpn inhibitor 1% and Nrf2 inh -35%.
Cc1ccc(NC(=O)COC(=O)CCc2c[nH]c(=O)[nH]2)cc1 was read as A549 viability -1%, CCT chaperon mod 3.5, Nrf2 activator 0.7%, TGFb SMAD3 inh inconclusive, ATXN viability inactive, Akt phos inh inactive, HepG2 tox 3%, Mm-Cpn inhibitor 0% and Nrf2 inh 11%.
Screening CCNC(=S)N1CCN(c2ncccn2)CC1 returned A549 viability -7%, CCT chaperon mod 0.2, Nrf2 activator 0.2%, TGFb SMAD3 inh 4%, ATXN viability inactive, Akt phos inh inactive, HepG2 tox 17%, Mm-Cpn inhibitor 1% and Nrf2 inh -13%.
Screening Cc1ccc(NC2=NC(c3ccc(C)cc3)n3c(nc(C)cc3=O)N2)cc1 (configuration not stated) returned A549 viability -2%, CCT chaperon mod 1.1, Nrf2 activator -0.2%, TGFb SMAD3 inh inconclusive, ATXN viability inactive, Akt phos inh inactive, HepG2 tox -19%, Mm-Cpn inhibitor -6% and Nrf2 inh -14%.
`Cc1oncc1C(=O)Nc1cccc(C#N)c1` gave A549 viability 7%, CCT chaperon mod -9.7, Nrf2 activator 1.7%, TGFb SMAD3 inh 28%, ATXN viability inactive, Akt phos inh inactive, HepG2 tox 4%, Mm-Cpn inhibitor 0% and Nrf2 inh inconclusive.
CCCOc1ccc(NC(=O)CC2C(=O)N(c3ccc(OC)cc3)C(=O)N2CCc2ccncc2)cc1 (configuration not stated) was read as A549 viability -5%, Nrf2 activator 4.7%, TGFb SMAD3 inh -30%, HepG2 tox -29% and Nrf2 inh -3%.
Screening O=C(c1cc(-c2cccs2)on1)N1CCN(c2ccccc2)CC1 returned A549 viability -1%, CCT chaperon mod -0.5, Nrf2 activator 0.1%, TGFb SMAD3 inh -6%, ATXN viability inactive, Akt phos inh inactive, HepG2 tox -14%, Mm-Cpn inhibitor 1% and Nrf2 inh -7%.
CCCN(C(=O)Cc1nc(-c2ccc(OC)cc2)no1)c1ccccc1C was read as A549 viability 8%, Nrf2 activator -0.7%, TGFb SMAD3 inh -19%, HepG2 tox -14% and Nrf2 inh inconclusive.
Cc1cc(C(=O)Nc2sc3c(c2C#N)CCC(C(C)(C)C)C3)no1 (configuration not stated) was read as A549 viability -20%, CCT chaperon mod -1.3, Nrf2 activator 0.3%, TGFb SMAD3 inh 2%, ATXN viability inactive, Akt phos inh inactive, HepG2 tox -8%, Mm-Cpn inhibitor inconclusive and Nrf2 inh 1%.
Screening CCOC(=O)c1c(C)oc2cc(Cl)c(O)c(CN(C)C)c12 returned A549 viability 1%, CCT chaperon mod -1.8, Nrf2 activator 21%, TGFb SMAD3 inh 4%, ATXN viability inactive, Akt phos inh inactive, HepG2 tox 20%, Mm-Cpn inhibitor -3% and Nrf2 inh 4%.
For CC(C)c1ccccc1NC(=S)NC1CCCCC1 the results were A549 viability 0%, CCT chaperon mod 1.0, Nrf2 activator -0.5%, TGFb SMAD3 inh -22%, ATXN viability inactive, Akt phos inh inactive, HepG2 tox 0%, Mm-Cpn inhibitor -4% and Nrf2 inh -18%.
CCCc1nn2c(=O)cc(COC(=O)c3cccc(NC(=O)c4cccs4)c3)nc2s1 was read as A549 viability 2%, Nrf2 activator 0.4%, TGFb SMAD3 inh 1% and HepG2 tox -45%.
Screening N#CCCN(/N=C/c1cccnc1)C1=NS(=O)(=O)c2ccccc21 returned A549 viability -4%, CCT chaperon mod -0.1, Nrf2 activator 0.2%, TGFb SMAD3 inh 9%, ATXN viability inactive, Akt phos inh inactive, HepG2 tox 4%, Mm-Cpn inhibitor 1% and Nrf2 inh 21%.
`COC(=O)c1cn(-c2ccccc2)c(C)c1C(=O)OC` gave A549 viability -3%, CCT chaperon mod 0.2, Nrf2 activator -0.8%, TGFb SMAD3 inh 6%, ATXN viability inactive, Akt phos inh inactive, HepG2 tox -22%, Mm-Cpn inhibitor 0% and Nrf2 inh -9%.
`CCC(CC)C(=O)NCc1ccc2c(c1)cc(C)n2C` gave A549 viability inconclusive, CCT chaperon mod 0.8, Nrf2 activator 0.2%, TGFb SMAD3 inh 21%, ATXN viability inactive, Akt phos inh inactive, HepG2 tox 4%, Mm-Cpn inhibitor -4% and Nrf2 inh inconclusive.
For O=C(Nc1ccccc1N1CCCCC1)c1ccc(Cl)cc1 the results were A549 viability 7%, CCT chaperon mod -1.8, Nrf2 activator 4.5%, TGFb SMAD3 inh 1%, ATXN viability inactive, Akt phos inh inactive, HepG2 tox -21%, Mm-Cpn inhibitor 1% and Nrf2 inh inconclusive.
`CC(C)N(CC(N)=O)C(=O)Cc1coc2cc3c(cc12)CCC3` gave A549 viability 1%, CCT chaperon mod 1.6, Nrf2 activator 0.3%, TGFb SMAD3 inh -16%, ATXN viability inconclusive, Akt phos inh inactive, HepG2 tox -3%, Mm-Cpn inhibitor 3% and Nrf2 inh 5%.
Screening Cc1cccc(C(=O)NC2CCN(CC(=O)NCc3cccs3)CC2)c1 returned A549 viability -5%, CCT chaperon mod -2.7, Nrf2 activator -0.4%, TGFb SMAD3 inh -4%, ATXN viability inactive, Akt phos inh inactive, HepG2 tox 2%, Mm-Cpn inhibitor -2% and Nrf2 inh 3%.
O=C(NC1CCSc2ccccc21)c1cccc(OC(F)F)c1 (configuration not stated) was read as A549 viability 9%, CCT chaperon mod 4.2, Nrf2 activator 2.3%, TGFb SMAD3 inh -7%, ATXN viability inactive, Akt phos inh inactive, HepG2 tox -7%, Mm-Cpn inhibitor -2% and Nrf2 inh 13%.

2 consecutive compounds out of the list so far, for reference:
Screening Cc1cccc(C(=O)NC2CCN(CC(=O)NCc3cccs3)CC2)c1 returned A549 viability -5%, CCT chaperon mod -2.7, Nrf2 activator -0.4%, TGFb SMAD3 inh -4%, ATXN viability inactive, Akt phos inh inactive, HepG2 tox 2%, Mm-Cpn inhibitor -2% and Nrf2 inh 3%.
O=C(NC1CCSc2ccccc21)c1cccc(OC(F)F)c1 (configuration not stated) was read as A549 viability 9%, CCT chaperon mod 4.2, Nrf2 activator 2.3%, TGFb SMAD3 inh -7%, ATXN viability inactive, Akt phos inh inactive, HepG2 tox -7%, Mm-Cpn inhibitor -2% and Nrf2 inh 13%.

Following part:
Screening CCOC(=O)c1cc(S(=O)(=O)N2CCN(c3ccc(C(C)=O)cc3)CC2)[nH]n1 returned A549 viability -1%, Nrf2 activator -0.4%, TGFb SMAD3 inh 12%, ATXN viability inactive and HepG2 tox 4%.
For NC(=O)N/N=C/c1ccc(-c2ccc([N+](=O)[O-])cc2)o1 the results were A549 viability -4%, CCT chaperon mod -1.1, Nrf2 activator 5.0%, TGFb SMAD3 inh -30%, ATXN viability inactive, Akt phos inh inactive, HepG2 tox -22%, Mm-Cpn inhibitor 2% and Nrf2 inh 9%.
`O=C(O)c1ccc(Oc2cc(Oc3ccc(C(=O)O)cc3)cc([N+](=O)[O-])c2)cc1` gave A549 viability 0%, CCT chaperon mod -0.9, Nrf2 activator -0.5%[9.22 µM], TGFb SMAD3 inh -1%, ATXN viability inactive, Akt phos inh inactive, HepG2 tox 3%, Mm-Cpn inhibitor 1% and Nrf2 inh -2%.
`C#CCNC(=O)C1=C[C@@H](c2ccccc2)C[C@@H](OCCCCO)O1` gave A549 viability 4%, CCT chaperon mod 0.6, Nrf2 activator 4.7%, TGFb SMAD3 inh -7%, ATXN viability inactive, Akt phos inh inactive, HepG2 tox -20% and Nrf2 inh -12%.
Screening COC(=O)/C(=N/Nc1ccccc1C)Sc1nnc(C(O)c2ccccc2)n1-c1ccccc1 (configuration not stated) returned A549 viability -1%, CCT chaperon mod 0.5, Nrf2 activator 0.0%, TGFb SMAD3 inh 0%, ATXN viability inactive, Akt phos inh inactive, HepG2 tox -8%, Mm-Cpn inhibitor -1% and Nrf2 inh -7%.
Screening CCn1c(Cc2ccccc2)nnc1SCC(=O)Nc1nccs1 returned A549 viability 0%[1.84 µM], CCT chaperon mod -2.1, Nrf2 activator 0.1%, TGFb SMAD3 inh -14%, ATXN viability inactive, Akt phos inh inactive, HepG2 tox -33%, Mm-Cpn inhibitor 0% and Nrf2 inh 5%.
For O=C(Nc1cccnc1Cl)c1cc(-c2ccc(Cl)cc2)on1 the results were A549 viability 1%&0%, CCT chaperon mod -17, Nrf2 activator 0.2%&4.2%, TGFb SMAD3 inh 10%&0%, ATXN viability inactive, Akt phos inh inactive, HepG2 tox 5%&-7%, Mm-Cpn inhibitor 0% and Nrf2 inh 1%&12%.
Screening Cc1nc(SCC(=O)N2CCCC2=O)c2c(C)c(C)sc2n1 returned CCT chaperon mod -2.7, Nrf2 activator -0.2%, TGFb SMAD3 inh -5%, ATXN viability inactive, Akt phos inh inactive and HepG2 tox -1%.
For Fc1ccc(NC(=S)N2CCSC2c2cccs2)cc1 (configuration not stated) the results were A549 viability 1%, CCT chaperon mod 0.6, Nrf2 activator -0.8%, TGFb SMAD3 inh inconclusive, Akt phos inh inactive, HepG2 tox -3%, Mm-Cpn inhibitor 2% and Nrf2 inh 4%.

Screening results as filed in PubChem.
